# CCT chaperon mod: High-Throughput Screening for Modulators of Cytosolic Chaperonin Activity. purified chaperonin ATPase assay, HTRF ADP detection, 30 min. activity change, % (no concentration beside the values), hits read low. actives 0.3% (n = 360,000); in the data active = activity change below about -30%; note: % is set by controls: 0 for no effect and ±100 for the full control effect
#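 TRiC at 40 or 20 nM final (batch-dependent) in 30 mM Tris pH 7.4, 100 mM KCl, 5 mM MgCl2, 1 mM DTT, with compound at single 76 uM and 10 uM ATP, 30 min at 37 deg C. ADP detected by HTRF Transcreener, 665/615 ratio.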
# PI5P4K alpha inh: qHTS for Inhibitors of phosphatidylinositol 5-phosphate 4-kinase (PI5P4K) | max response, % | PI5P4Kalpha enzyme, ADP-Glo luminescence, 60 min; active compounds read low | actives 1.2% (n = 330,000); active = max response of -50% or lower; inconclusive = between -30% and -50%; inactive = -30% or higher; note: value at the top dose of about 77 µM; % is set by controls: 0 for no effect and ±100 for the full control effect
#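 Luminescence from ADP-Glo served as readout of PI5P4Kalpha activity in a qHTS format. Reaction: enzyme, substrate, compound, ATP at 5 microM final, 60 min at RT.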
# EPAC1 antag: qHTS for Antagonist of cAMP-regulated guanine nucleotide exchange factor 3 (EPAC1): primary screen | actives 0.14% (n = 360,000) | EPAC1 GEF assay, Rap1b-BODIPY-GDP exchange fluorescence | AID 720709, 2013 | Rap guanine nucleotide exchange factor 3 (Homo sapiens), O95398 | Potency, µM (titrated, usually from 115 µM), without a hit: at the highest dose activity change, negative = inhibition, actives largely listed as inhibitors;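 note: potency is the fitted concentration of half-maximal effect; plate controls were vehicle for no effect and positive control for full effect; nearly all actives have a fitted effect of over 50% in size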
# EPAC1 ag: qHTS for Agonist of cAMP-regulated guanine nucleotide exchange factor 3 (EPAC1): primary screen. Rap guanine nucleotide exchange factor 3 (Homo sapiens), O95398. actives 0.073% (n = 360,000). Potency, µM (series often up to 154 µM), for inactives: top-dose activation, actives largely listed as activators. EPAC1 agonist qHTS, biochemical assay; response scale: 100% = response to 6.5 mM cAMP; note: potency is the fitted concentration of half-maximal effect; nearly all actives have a fitted effect of over 60% in size
#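 Nucleotide exchange assay: 100 nM EPAC1 with 250 nM Rap1B loaded with BODIPY-GDP and 50 uM GDP, room temperature. Fluorescence (480/540 nm) read every 5 min for 30 min; signal change normalized to 6.5 mM cAMP as full agonist.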
# PLK1 PBD inh: qHTS for Inhibitors of PLK1-PDB (polo-like kinase 1 - polo-box domain): Primary Screen | Serine/threonine-protein kinase PLK1 (Homo sapiens), P53350 | Plk1 PBD binding of FITC phosphopeptide, fluorescence polarization | Potency, µM, for the others: max response, negative = inhibition, actives largely listed as inhibitors | actives 2.8% (n = 360,000); note: potency is the fitted concentration of half-maximal effect; series mostly up to about 57 µM; % is set by controls: 0 for no effect and ±100 for the full control effect; nearly all actives have a fitted effect of over 65% in size
# EPAC2 antagonist: qHTS for Antagonist of cAMP-regulated guanine nucleotide exchange factor 2 (EPAC2): primary screen | actives 0.18% (n = 360,000) | EPAC2 GEF exchange of Rap1B-BODIPY-GDP, fluorescence | Rap guanine nucleotide exchange factor 4 (Homo sapiens), Q8WZA2 | Potency, µM (series often up to 114 µM), for the others: top-dose activity, negative = inhibition, actives largely listed as inhibitors | AID 720708, 2013; note: potency is the fitted concentration of half-maximal effect; % is set by controls: 0 for no effect and ±100 for the full control effect; nearly all actives have a fitted effect of over 45% in size; many of its hits are not listed in these tables
# WRN inhibitor: qHTS for Inhibitors of WRN Helicase. Bifunctional 3'-5' exonuclease/ATP-dependent helicase WRN (Homo sapiens), Q14191. WRN helicase unwinding, fluorescent forked duplex, kinetic. Potency, µM (titrated, usually from 114 µM), without a hit: top-dose activity change, negative = inhibition, hits mostly inhibitors. actives 0.46% (n = 360,000). AID 651768, 2012; note: potency is the fitted concentration of half-maximal effect; % is set by controls: 0 for no effect and ±100 for the full control effect; nearly all actives have a fitted effect of over 55% in size
#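 Screening of the MLSMR collection measured strand separation of a quenched forked DNA duplex (100 nM) by 20 nM WRN with 2 mM ATP, all final. Compounds were preincubated with enzyme 15 min at room temperature.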
# Mm-Cpn inhibitor: Inhibitors of TCP-1 ring complex (TRiC) of Methanococcus maripaludis (MmCpn): qHTS. Chaperonin Mm-Cpn (Methanococcus maripaludis). AID 504842, 2011. purified Mm-Cpn ATPase, ADP Transcreener TR-FRET. actives 0.031% (n = 330,000). Potency, µM (titrated, usually from 76.9 µM), without a hit: at the top dose activity, negative = inhibition, actives largely listed as inhibitors; note: potency is the fitted concentration of half-maximal effect; % is set by controls: 0 for no effect and ±100 for the full control effect; nearly all actives have a fitted effect of over 80% in size
#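 25 nM Mm-CPN + cpd, 10 min 37°C; + 10 uM ATP, 30 min 37°C; buffer 30 mM Tris pH 7.4, 100 mM KCl, 5 mM MgCl2, 1 mM DTT; Transcreener ADP HTRF detection 30 min RT.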
# * hit, by the source's call; ? = inconclusive; nt = no result given; [ ] = dose if it differs, or a comment. Unless noted, calls come from the whole dose curve; as a rule, active = well fitted curve in the direction sought with a large enough effect; inconclusive = small, poorly fitted or top-dose-only effect, or another doubt; inactive = no such curve, though single readings can be large; an effect the other way counts as inactive or inconclusive.
SMILES,CCT chaperon mod,PI5P4K alpha inh,EPAC1 antag,EPAC1 ag,PLK1 PBD inh,EPAC2 antagonist,WRN inhibitor,Mm-Cpn inhibitor
CCOc1cc(C(=O)NCc2ccccc2)ccc1OCC(=O)N1CCCCC1,0.9,3,-19%,-1%,-21%,-6%,6%,0%
CC1CCCC(n2cnc3cc(C(=O)O)ccc32)C1C (stereo not given),-2.2,-18,6%,-6%,?,4%,1%,1%
CCOC(=O)c1oc2ccccc2c1NC(=O)c1ccc(Cl)s1,-3.4,11,-5%,-14%,-7%,-27%,4%,-1%
Cc1ccc(S(=O)(=O)N2CCOCC2)cc1C(=O)NC1CCCCCC1,-3.1,-1,-9%,3%,1%,3%,4%,-2%
COCCCn1c(SCC(=O)NNC(=O)c2cccc(O)c2)nnc1-c1ccncc1,0.7,1,-5%,14%,-4%,5%,-3%,1%
CC1(C)CC(=O)C2=C(C1)N(c1ccccc1)C(N)=C(C#N)C2c1ccsc1 (stereo not given),0.9,-6,-4%,-5%,-11%,0%[57.1 µM],-2%,1%
COc1ccc(Cl)cc1-c1nc(-c2ccc(NC(=O)c3cccs3)cc2)no1,-3.4,5,22%,-11%,8%,15%,-32%[57.1 µM],-13%
CC(O)(CS(=O)(=O)Cc1ccccc1Cl)C(=O)Nc1cccc(C(F)(F)F)c1 (stereo not given),-0.6,nt,-13%,1%,-8%,1%,0%,1%
Cc1cc(C(C)(C)C)cc(C)c1S(=O)(=O)N1CC(=O)Nc2ccccc21,-0.8,26,?,-1%,-24%,-15%,-16%,1%
NC(=O)[C@@H]1CCCN1C(=O)[C@@H](Cc1cnc[nH]1)NC(=O)[C@@H]1CCC(=O)N1,-1.5,2,7%,7%,-8%,20%,11%,3%
CCCCN(CC)S(=O)(=O)c1c(C)[nH]c(=O)[nH]c1=O,-2.8,3,2%,-9%,3%,11%,-3%,2%
O=C(NC1CC1)C1=C[C@@H](c2ccc3c(c2)OCO3)C[C@@H](OCc2ccc(CO)cc2)O1,-3.0,-2,-9%,4%,3%,11%,4%,nt
CC(=O)c1ccc(N2CCN(C(=O)C3CCN(S(=O)(=O)c4ccc5c(c4)CC(C)N5C(=O)C4CC4)CC3)CC2)cc1 (stereo not given),0.3,11,-20%,6%,0%,0%,-5%[57.1 µM],-10%
Cc1c(CCC(=O)NCCCC(=O)O)c(=O)oc2cc3oc4c(c3cc12)CCCC4,-0.8,-9,3%,-8%,-10%,5%,4%,-1%
Cc1ccc(C(=O)NCCCc2ccccc2)c(C)c1,0.5,?,-7%,5%,24µM*,-6%,-32%,2%
Cc1ccc(-c2nnn(CC(=O)NCC3CC3)n2)o1,-2.0,1,11%,5%,-5%,-1%,-6%,1%
Cc1ccc(Cn2ccc(NC(=O)c3cc(-c4cccs4)on3)n2)cc1,-1.2,nt,1%,-7%,-4%,0%,-2%,-5%
COc1cccc(Cn2c(=S)[nH]c3ccc(N4CCOCC4)cc3c2=O)c1,-1.0,nt,9%,-9%,-3%,-5%,-6%,-6%
O=C(NC(=S)Nc1ccccc1N1CCOCC1)c1ccc(Br)cc1,-3.1,1,-16%,13%,-19%,6%,-5%,-2%
COc1ccc(C(=Cc2cc(OC)c(OC)cc2[N+](=O)[O-])C(=O)O)cc1,-0.6,-4,-4%,-1%,-4%,16%,-13%,nt
Cc1ccc(NC(=S)C2=C(O)c3sccc3N(C)S2(=O)=O)cc1,-4.7,-20,9%,3%,?,3%,1%,-3%
COc1cc(/C=N/OCC(=O)NC2CCS(=O)(=O)C2)ccc1OC(F)F (stereo not given),-1.0,0,-11%,1%,?,4%,-5%,2%
O=C(NCc1ccco1)c1ccccc1-c1ccc(C(F)(F)F)cc1,0.8,4,-26%,1%,-2%,-1%,2%,2%
Cc1c(NC(=O)CCCOc2ccccc2)cccc1[N+](=O)[O-],-0.3,6,-20%,8%,-10%,-2%,2%,3%
CC(C)(C)NC(=O)CSc1nc(O)cc(=O)n1-c1ccccc1F,1.1,-26,7%,2%,11%,9%,-22%,-3%

# Among those listed so far, two contain an aryl thioether with sulfur outside any ring.
SMILES,CCT chaperon mod,PI5P4K alpha inh,EPAC1 antag,EPAC1 ag,PLK1 PBD inh,EPAC2 antagonist,WRN inhibitor,Mm-Cpn inhibitor
COCCCn1c(SCC(=O)NNC(=O)c2cccc(O)c2)nnc1-c1ccncc1,0.7,1,-5%,14%,-4%,5%,-3%,1%
CC(C)(C)NC(=O)CSc1nc(O)cc(=O)n1-c1ccccc1F,1.1,-26,7%,2%,11%,9%,-22%,-3%

# (continued)
SMILES,CCT chaperon mod,PI5P4K alpha inh,EPAC1 antag,EPAC1 ag,PLK1 PBD inh,EPAC2 antagonist,WRN inhibitor,Mm-Cpn inhibitor
COc1cccc(OC)c1C(=O)NC(=O)NNc1cc(C(F)(F)F)cc(C)n1,-0.2,6,-4%,-10%,-2%,-5%,-1%,0%
COc1ccc(C(=O)NC(=S)Nc2nc(C)cc(C)n2)cc1Br,1.1,-4,?,13%,-23%,-7%,8%,-1%
CCN(CC)c1ccc(C2Nc3cccc4cccc(c34)N2)cc1,-0.1,0,2%,-24%,2%,7%,3%[57.1 µM],1%
Cc1cc(=O)oc2cc(OCC3CC(c4ccccc4Cl)=NO3)ccc12 (stereo not given),-3.4,nt,0%,10%,-7%,-3%,-10%,-2%
Cc1ccc(-c2cc3nc(C)cc(C)n3n2)cc1,0.3,2,-12%,14%,-10%,-5%,5%,0%
CCOC(=O)N1CCC(Nc2ncnc3c2cnn3-c2ccc(C)cc2C)CC1,0.8,-12,-3%,-6%,9%,6%,3%,-1%
C/C=C/c1ccc(OCCCCN2CCC(C)CC2)c(OC)c1,-0.5,1,-19%,6%,-10%,2%,1%,0%
Cc1cccc(NC(=O)C2CCN(S(=O)(=O)c3ccc4c(c3)OCCO4)CC2)n1,-1.3,-8,-21%,-4%,-9%,5%,-10%,1%
O=C(COC(=O)c1cccc(Cl)c1)NCCN1C(=O)CSC1=O,0.1,3,4%,-8%,6%,-7%,-4%,0%
COc1cc([N+](=O)[O-])ccc1NC(=S)NNC(=O)c1ccc2c(c1)OCO2,-0.1,?,-8%,6%,?,0%,-4%,1%
CCCCOc1ccc(C(C)NC(=O)CCS(=O)(=O)Cc2ccc(C)cc2)cc1 (stereo not given),2.2,1,4%,-14%,0%,19%,9%,0%
OCC1(Cc2ccccc2)CCN(C2CCN(c3ccc(F)c(F)c3)CC2)CC1,-1.6,0,0%,5%,-7%,-5%,3%,2%
Cc1ccc(NC(=O)COC(=O)c2ccco2)cc1,-3.0,-4,-15%,-2%,-12%,-4%,-1%,-1%
CCCNCC(=O)Nc1sc2c(c1C(=O)Nc1c(C)n(C)n(-c3ccccc3)c1=O)CCCC2,0.0,1,5%,6%,-15%,3%,13%,nt
Cc1ccc(NC(=O)CN2C(=O)C3C4C=CC(C4)C3C2=O)cc1S(=O)(=O)N(C)C (stereo not given),0.0,3,-6%,-10%,3%,14%,5%,0%
COC(=O)c1c(NC(=O)C2c3ccccc3Oc3ccccc32)sc(C)c1C,-0.9,-2,5%,1%,0%,3%,-4%,-3%
Cc1cc(=O)nc2c3ccccc3n(CC(=O)NCCCN3CCOCC3)n12,-0.3,-26,-12%,-13%,19µM*,4%,-2%,-2%
CCOc1ccc(C(=O)NC(=S)Nc2ccc(N3CCC(C)CC3)cc2)cc1[N+](=O)[O-],0.7,5,10%,10%,-3%,-7%,-7%,1%
COc1ccc(CN(CC2CCCO2)C(=O)CN2C(=O)C(C)Oc3ccc(C)cc32)cc1OC (stereo not given),-0.1,4,-2%,8%,-9%,-1%,0%,-4%
O=S(=O)(N[C@H](CO)c1ccccc1)c1ccc(Br)cc1F,-0.6,1,-1%,-19%,1%,9%,4%,3%
O=C(Nc1ccc(S(=O)(=O)N2CCCC2)cc1)C1CC(=O)N(c2ccc(F)cc2)C1 (stereo not given),0.1,1,-16%,-3%,-3%,1%,2%,-6%
O=C(COC(=O)c1ccccc1SCC(=O)NC1CCCCC1)NC1CCCCC1,1.0,nt,0%,4%,-1%,-5%,-13%,-14%
COc1ccccc1N(CC(=O)NCCSCc1ccc(C)cc1)S(=O)(=O)c1ccccc1,0.0,13,-29%,-2%,-11%,-7%,-7%,-3%
C=CCn1cc(C(=O)NCCOC)c(=O)c2cc(S(=O)(=O)N(CC)CC)ccc21,-1.8,0,2%,15%,-9%,-3%,-1%,0%
CSc1nc2nc3c(cc2c(=O)n1-c1cccc(C)c1)COC(C)(C)C3,-2.0,3,6%,5%,-1%,5%,-10%,1%
# (continued)
SMILES,CCT chaperon mod,PI5P4K alpha inh,EPAC1 antag,EPAC1 ag,PLK1 PBD inh,EPAC2 antagonist,WRN inhibitor,Mm-Cpn inhibitor
Cc1ccc(OC(C)C(=O)Nc2ccc(F)cc2)c([N+](=O)[O-])n1 (stereo not given),-3.6,-9,?,13%,-8%,10%,-19%,-2%
COc1cc(-c2c(C(=O)c3ccccc3)[nH]c(N)c2C(N)=O)ccc1F,0.7,-1,2%,-3%,-1%,4%,-3%,nt
O=C(Cc1ccc(NS(=O)(=O)c2ccc(F)cc2)cc1)NCc1cccnc1,1.2,3,0%,5%,-5%,8%,9%,-1%
CCOC(=O)/C(N=Nc1ccc(F)cc1)=C(/O)c1ccc([N+](=O)[O-])cc1,-0.8,3,-8%,-2%,-13%,-4%,2%,-1%
Cc1noc(C)c1NC(=O)Nc1ccc2c(c1)C(=O)N([C@H](C)CO)C[C@H](C)[C@@H](CN(C)S(=O)(=O)c1cccs1)O2,-4.8,3,-9%,-4%,-17%,9%,3%,1%
COc1ccc(S(=O)(=O)N2CCC(C(=O)NCc3cccs3)CC2)cc1,1.1,0,8%,-5%,3%,9%,7%,1%
Cn1c(CN2CCN(C(=O)c3ccco3)CC2)nc2cc([N+](=O)[O-])ccc21,-3.2,-5,5%,-13%,2%,12%,-11%,-6%
CCN(CC)S(=O)(=O)c1ccc(C(=O)N2CCN=C2SC)cc1,0.8,-2,-4%,8%,-4%,-16%,0%,-1%

# Only part of the results is shown, so the mix of outcomes need not match the whole.
